# S1P3 antagonist: antagonists of human S1P3 receptor. Q99500. CHO S1P3 NFAT-BLA reporter, FRET fluorescence, antagonist mode. inhibition, % at 4.98 µM. hit rate 0.27% among 170,000. AID 485;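 active = inhibition above the plate cutoff, the mean inhibition of test wells on that plate plus 3 SD, cut at about 28% in these data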;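 also: cells challenged with S1P at its EC80 of 0.8 µM; blue over green emission ratio from cleaved BLA substrate after 4 h stimulation; 0% = S1P-stimulated wells and 100% = unstimulated DMSO-only wells; some compounds past the cut are filed as inactive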
# Diaphorase inh: counter-screen for diaphorase-based assays: diaphorase inhibitors and chemical oxidizers; diaphorase resazurin-to-resorufin fluorescence, NADH, 16 min; bacterial (C. kluyveri) enzyme, not human; inhibition, % at 20 µM; hit rate 0.69% among 190,000;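 active = primary screen inhibition at 20 µM above a set limit, cut at about 50% in these data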;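 also: plate controls were DMSO with full reaction for no effect and wells lacking NADH for full effect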
#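 System: Diaphorase enzyme from Clostridium kluyveri | Amount: Enzyme working solution with 0.14 U/mL diaphorase | Benchmarks: No-NADH positive control and DMSO neutral control | Signal: Fluorescence of resorufin formed from resazurin, Ex 544/Em 590 nm | Schedule: 16-min room-temperature incubation before reading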
# PMI act satM6P: increases human PMI activity with near-saturating mannose 6-phosphate | P34949 | coupled PMI enzyme assay, resazurin fluorescence, 20 min; active compounds read high; 1 = untreated enzyme, 0 = substrate-free blank | activation factor at 20 µM | hit rate 0.34% among 190,000;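 active = activation factor of 2 or more at 20 µM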
# Target sequence (P34949 whole entry, looked up): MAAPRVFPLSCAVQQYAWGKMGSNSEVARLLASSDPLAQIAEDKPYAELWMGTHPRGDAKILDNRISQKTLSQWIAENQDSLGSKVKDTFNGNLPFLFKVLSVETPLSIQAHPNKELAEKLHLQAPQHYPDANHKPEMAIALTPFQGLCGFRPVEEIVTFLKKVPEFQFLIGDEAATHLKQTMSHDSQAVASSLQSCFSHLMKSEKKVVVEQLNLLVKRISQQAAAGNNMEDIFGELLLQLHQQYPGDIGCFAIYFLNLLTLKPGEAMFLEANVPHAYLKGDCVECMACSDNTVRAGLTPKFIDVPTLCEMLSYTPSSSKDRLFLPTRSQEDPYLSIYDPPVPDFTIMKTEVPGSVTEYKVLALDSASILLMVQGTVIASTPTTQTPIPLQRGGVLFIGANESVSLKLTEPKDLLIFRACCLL
#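 Material: human phosphomannose isomerase with PGI, G6PDH, diaphorase coupling enzymes. Quantity: 15 ng/mL PMI. Medium: HEPES pH 7.4 buffer with MgCl2 and Tween-20. Reagent: Near-saturating mannose-6-phosphate, 1.0 mM. Compound: 20 µM single dose. Times: enzyme reaction with compound 20 min at room temperature. Detection: resorufin fluorescence at Ex 544/Em 590 nm.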
# ROMK primary: modulators of human ROMK potassium channel; P48048; hit rate 2% among 130,000; B-score at 10 µM; Tet-inducible ROMK, thallium flux fluorescence; actives lie on both sides;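 active = signal ratio slope over the read window, or its plate-corrected B-score, at least 3 SD from the plate mean, either direction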;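 also: B-score of the F/F0 ratio slope over 7 to 12 s after thallium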
# Target sequence (P48048 whole entry, looked up): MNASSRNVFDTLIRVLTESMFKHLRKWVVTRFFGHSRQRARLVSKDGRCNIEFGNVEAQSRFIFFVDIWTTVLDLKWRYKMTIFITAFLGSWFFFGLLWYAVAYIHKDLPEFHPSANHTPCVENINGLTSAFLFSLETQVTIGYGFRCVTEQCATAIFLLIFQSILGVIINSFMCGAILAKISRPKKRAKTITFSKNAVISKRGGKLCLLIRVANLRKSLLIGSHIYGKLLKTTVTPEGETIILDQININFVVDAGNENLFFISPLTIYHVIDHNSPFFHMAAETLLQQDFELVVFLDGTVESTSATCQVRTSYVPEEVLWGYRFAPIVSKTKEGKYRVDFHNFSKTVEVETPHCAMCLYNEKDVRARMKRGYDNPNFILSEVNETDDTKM
# G6PDH counter: counter-screen for G6PDH assay hits: L. mesenteroides G6PDH inhibition. Purified L. mesenteroides G6PDH, diaphorase/resazurin coupled fluorescence, 45 min. inhibition, % at 5 µM. hit rate 0.12% among 200,000. AID 1020; in the data active = inhibition above about 50%
# PPARg SRC2 recr: promotes SRC-2 coactivator recruitment by human PPARgamma | activation, % at 8 µM | AID 1032 | hit rate 0.34% among 200,000 | PPARgamma LBD-SRC-2 recruitment, biochemical; in the data active = activation above about 22%;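 also: 0% = vehicle and 100% = reference agonist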
# PMI act: phosphomannose isomerase (human) activation | activation factor at 20 µM | P34949 | hit rate 0.005% among 190,000 | purified human PMI, coupled resazurin fluorescence, 20 min; active compounds read high; 1 = vehicle control, 0 substrate-free wells;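 active = activation factor of 2 or more at 20 µM, relative to plate controls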
# PPARg SRC1 recr: PPARgamma-driven SRC-1 recruitment agonism; P37231; PPARgamma-SRC-1 coactivator recruitment biochemical assay; activation, % at 8 µM; hit rate 0.41% among 200,000; in the data active = activation above about 19%;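 also: 0% = DMSO and 100% = reference agonist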
# PPARg SRC3 recr: PPARgamma-driven SRC-3 recruitment agonism. P37231. hit rate 0.26% among 200,000. AID 731. biochemical PPARgamma/SRC-3 coactivator recruitment assay. activation, % at 8 µM; in the data active = activation above about 23%;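 also: 0% = DMSO and 100% = reference agonist; some compounds past the cut are filed as inactive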
# Diaph act CS: diaphorase activation or chemical reduction counter-screen; Diaphorase/resazurin coupled assay, resorufin fluorescence, 16 min; active compounds read high; 1 = vehicle wells, 0 = NADH-free wells; activation factor at 20 µM; hit rate 0.005% among 190,000; AID 1229;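 active = diaphorase activity raised at least twofold by the compound at 20 µM; inactive = activation factor below 2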
#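 Material: Clostridium kluyveri diaphorase, purified enzyme; Quantity: enzyme 0.07 U/mL final; Medium: HEPES pH 7.4 buffer with MgCl2 and Tween 20; Dosing: single compound dose of 20 µM, 1% DMSO final; Schedule: 16 min reaction at room temperature; Measured by: red resorufin fluorescence at 544/590 nm excitation/emission.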
# SRC2 TRFRET art: flags TR-FRET format artefacts in PPARgamma SRC-2 recruitment agonist screen; hit rate 0.4% among 200,000; AID 1049; TR-FRET ratio at 8 µM; TR-FRET artefact counter-screen; active compounds read high; in the data active = TR-FRET ratio above about 2000; also: inactives centre near 1500
# Starred values were filed as active, the others as inactive; . = no result given.
SMILES,S1P3 antagonist,Diaphorase inh,PMI act satM6P,ROMK primary,G6PDH counter,PPARg SRC2 recr,PMI act,PPARg SRC1 recr,PPARg SRC3 recr,Diaph act CS,SRC2 TRFRET art
Cn1c(CCCOc2ccc(Cl)cc2Cl)n[nH]c1=S,-11,30,0.9,0.22,9,4,0.9,7,-1,0.7,1480
COCCN(CCOC)S(=O)(=O)c1ccc(C(=O)Nc2sc3c(c2C(N)=O)CCCCC3)cc1,4,3,1.1,.,0,-4,1,-3,4,1,1630
O=c1c2[nH]c3ccc(F)cc3c2ncn1CCN1CCN(Cc2ccccc2)CC1,-9,2,0.9,.,-40,0,0.9,6,0,1,1664
COc1ccc(C(=O)NCCN2C(=O)S/C(=C\c3cccnc3)C2=O)c(OC)c1OC,-22,12,1,-2,5,1,1,-2,5,0.9,1379
CCOc1cc(C)nc(N2CCN(C3CCCCC3)CC2)n1,7,12,0.9,.,0,4,0.9,0,-2,0.9,1665
COc1cc(O)oc1C=Nc1ccccc1,.,10,0.9,.,18,0,1,-5,-3,0.9,1467
CCNS(=O)(=O)c1ccc(CCC(=O)NCc2ccccc2)cc1,-10,-2,1,-0.19,8,5,1,-5,2,1,1529
Cc1ccc(C[n+]2cccc(-c3ccccc3)c2)c(C)c1,4,9,1,-1.1,3,1,1,-3,2,0.9,1674
COc1cc(CN2C(=O)C(NC(=O)c3ccco3)(C(F)(F)F)C3=C2CC(C)(C)CC3=O)cc(OC)c1 (stereo not given),.,24,1,-0.0029,11,17,0.9,3,9,0.8,1729
CSCCC(NS(=O)(=O)c1ccc(Cl)cc1)C(=O)OCC(=O)N1CCCc2ccccc21 (stereo not given),3,15,0.9,.,-19,-8,0.9,-4,1,0.8,1348
CCOc1ccc(C(F)(F)F)cc1NC(=O)COc1ccc(C(F)(F)F)cc1[N+](=O)[O-],.,2,1,.,-14,1,1,5,-2,1,1582
CCCn1c(NC(=O)c2cccc(C)c2C)nc2ccccc21,.,17,1.1,0.37,4,12,1.1,4,11,0.8,1679
COc1ccc(C(=O)Cn2nc(CNc3ccc(Br)cc3)[n+]3c2CCCCC3)cc1,-2,-9,0.9,-2.5,2,-6,0.9,-1,-3,1.1,1412
Cc1cc(Cl)c(S(=O)(=O)NC2CCCCC2)cc1OCC(=O)Nc1nncs1,16,-1,1.2,-2.5,-2,9,1.1,4,5,1,1554
Cc1ccc2nc3c(cc(C#N)c(=O)n3-c3nccs3)c(=O)n2c1,-72,21,1.1,.,-2,-2,1.4,-1,-6,0.8,1498

# An excerpt taken from the entries so far:
SMILES,S1P3 antagonist,Diaphorase inh,PMI act satM6P,ROMK primary,G6PDH counter,PPARg SRC2 recr,PMI act,PPARg SRC1 recr,PPARg SRC3 recr,Diaph act CS,SRC2 TRFRET art
CCOc1ccc(C(F)(F)F)cc1NC(=O)COc1ccc(C(F)(F)F)cc1[N+](=O)[O-],.,2,1,.,-14,1,1,5,-2,1,1582
CCCn1c(NC(=O)c2cccc(C)c2C)nc2ccccc21,.,17,1.1,0.37,4,12,1.1,4,11,0.8,1679
COc1ccc(C(=O)Cn2nc(CNc3ccc(Br)cc3)[n+]3c2CCCCC3)cc1,-2,-9,0.9,-2.5,2,-6,0.9,-1,-3,1.1,1412
Cc1cc(Cl)c(S(=O)(=O)NC2CCCCC2)cc1OCC(=O)Nc1nncs1,16,-1,1.2,-2.5,-2,9,1.1,4,5,1,1554
Cc1ccc2nc3c(cc(C#N)c(=O)n3-c3nccs3)c(=O)n2c1,-72,21,1.1,.,-2,-2,1.4,-1,-6,0.8,1498

# (continued)
SMILES,S1P3 antagonist,Diaphorase inh,PMI act satM6P,ROMK primary,G6PDH counter,PPARg SRC2 recr,PMI act,PPARg SRC1 recr,PPARg SRC3 recr,Diaph act CS,SRC2 TRFRET art
N#CC1=C(N)Oc2n[nH]c(-c3cccs3)c2C1c1cccnc1 (stereo not given),-14,23,0.9,.,9,10,0.9,-1,15,0.8,1714
Cc1cc(Br)cc2cn[nH]c12,0,9,1.1,1.2,-2,4,1.2,8,3,0.9,1555
O=C1CSc2ccc(C(=O)O)cc2N1,-12,0,1.1,0.03,0,2,1.2,-2,-5,1,1400
O=C(Cn1cc(C(=O)C(F)(F)F)c2cc(Br)ccc21)N1CCOCC1,-11,6,0.9,-0.97,-2,2,1,-12,-1,0.9,1469
O=S(NCc1ccccc1)C12CC3CC(CC(C3)C1)C2 (stereo not given),-16,4,0.9,-0.79,1,12,0.9,6,10,1,1592
COc1cc(NC(=S)NCCCN2CCOCC2)c(OC)cc1Cl,-7,6,0.9,0.27,8,8,1,-2,5,0.9,1619
COc1ccc(C2CC(c3ccccc3Cl)Nc3ncnn32)cc1OC (stereo not given),0,-5,1.1,.,9,-4,1,-6,-8,1,1365
Cc1nc2ccccc2c2c1C(=O)N(c1cccc(C(=O)O)c1)C2=O,-20,17,0.8,-0.56,1,8,1,2,0,0.8,1620
O=C(CN1C(=O)NC2(CCCCCC2)C1=O)NC1CC1,-5,5,1,-0.16,16,-10,1.1,-6,-4,1,1501
CCN(CC)c1ccc(C(=O)OCC(=O)N(C)Cc2ccccc2)cc1,-7,14,0.9,-0.46,0,4,0.9,6,3,0.9,1471
Cc1ccc(NC(=O)c2ccc3c(c2)OCCO3)cc1,.,10,1,.,6,-1,1,0,3,0.9,1461
N=C1c2ccccc2CN1NC(=O)c1cccc(S(=O)(=O)N2CCCCC2)c1,-7,4,0.6,1.1,20,1,1.1,7,-2,1,1636
CC(=O)c1sc2nc(-c3cccs3)ccc2c1N,.,12,2.1*,-1.7,4,22,1.7,5,18,0.9,1843
C/C(=N\O)c1ncc(C(F)(F)F)cc1Cl,3,14,1,-0.14,5,-4,1,5,1,0.9,1612
O=C(O)CSc1nc2c(c(=O)[nH]1)CCCC2,.,9,1,.,0,11,1,-1,5,0.9,1651
Cc1cc(C)c(N2C(=NC(=O)CCCC(=O)O)SC3CS(=O)(=O)CC32)c(C)c1 (stereo not given),7,20,1,-0.0072,5,3,1,-1,2,0.8,1815
Cc1ccccc1-c1nnc2s/c(=C\c3ccc(N(C)C)cc3)c(=O)n12,-13,9,1,.,5,.,1,.,.,0.9,.
COC(=O)c1ccc(NC(=O)C(C)Oc2ccccc2)cc1 (stereo not given),.,7,1,.,-5,2,1,7,-2,0.9,1661
CCOC(=O)c1c(CC(C)C)csc1NC(=O)COC(=O)c1cc(OC)c(OC)cc1[N+](=O)[O-],-13,9,1,.,-26,-6,0.9,-6,2,0.9,1523
N#CC1=C(S)N(c2ccccc2)C2(CCCCC2)NC1=O,-4,-4,1,-0.019,12,-4,1,-2,-1,1,1533
CC(C)(C)c1cc(CCC(=O)NNC(=S)NC(=O)c2ccccc2)cc(C(C)(C)C)c1O,-5,3,1.4,0.83,-6,11,1,2,1,1,1584
COc1ccc(C)cc1NC(=O)c1ccccc1NS(=O)(=O)c1ccc(Cl)s1,0,34,0.8,-3.7*,19,7,0.9,3,2,0.7,1478
CC(C)Oc1cccc(-c2cc(C(=O)NC(=S)N(C)c3ccccc3C(=O)O)c3ccccc3n2)c1,-4,17,1,.,5,-6,0.9,1,3,0.8,1397
Cc1ccccc1NCC(=O)c1ccc(Br)cc1,.,6,1.7,1.6,-2,6,1.5,-1,2,0.9,1545
O=C(NC1CCCCCC1)c1cc2n(n1)C(C(F)(F)F)CC(c1ccco1)N2 (stereo not given),-12,4,0.7,.,14,2,0.9,-3,-1,1,1639
CN(CC(=O)Nc1cccc2c1CCCC2)S(=O)(=O)c1ccc(Br)cc1,.,9,1,.,1,7,1,2,-3,0.9,1746
COC(=O)C1=C(C)NC(=O)NC1c1cccc(OC)c1OCc1ccccc1 (stereo not given),.,5,1,0.065,8,-2,1,-2,-1,0.9,1469
Cc1cc(C)c(C)c(OCc2nc(-c3cccnc3)no2)c1,1,9,1,-0.097,6,1,0.9,1,8,0.9,1470
Cc1ccc(N2CC(C(=O)OCC(=O)Nc3ccccc3F)CC2=O)cc1 (stereo not given),12,14,1,0.14,-1,-2,0.9,-4,-3,0.9,1728
S=C(NCC1CCCO1)N1CCN(c2ccccc2)CC1 (stereo not given),-11,7,0.9,-0.32,2,-9,1,3,-3,0.9,1567

# Given as tab-separated lines: entries from further up.
structure	S1P3 antagonist	Diaphorase inh	PMI act satM6P	ROMK primary	G6PDH counter	PPARg SRC2 recr	PMI act	PPARg SRC1 recr	PPARg SRC3 recr	Diaph act CS	SRC2 TRFRET art
CC(C)(C)c1cc(CCC(=O)NNC(=S)NC(=O)c2ccccc2)cc(C(C)(C)C)c1O	-5	3	1.4	0.83	-6	11	1	2	1	1	1584
COC(=O)C1=C(C)NC(=O)NC1c1cccc(OC)c1OCc1ccccc1 (stereo not given)	.	5	1	0.065	8	-2	1	-2	-1	0.9	1469

# Next section.
SMILES,S1P3 antagonist,Diaphorase inh,PMI act satM6P,ROMK primary,G6PDH counter,PPARg SRC2 recr,PMI act,PPARg SRC1 recr,PPARg SRC3 recr,Diaph act CS,SRC2 TRFRET art
CCNC(=O)COc1cccc2ccccc12,.,10,1,.,-1,6,1,9,-1,0.9,1759
Cc1ccc(SCCC(=O)Nc2c(C)n(C)n(-c3ccccc3)c2=O)cc1,.,7,1,.,11,1,1.1,0,-8,0.9,1460
COC(=O)Cn1c(CCS(=O)(=O)c2ccc(Cl)cc2)nc2ccccc21,.,6,1,-0.0065,0,6,0.9,1,2,0.9,1489
Cc1ccc(C(=O)/C=C/c2cn(CN3CCN(C)CC3)c3ccccc23)cc1,.,8,1,1.1,6,10,0.9,1,1,0.9,1556
COc1cc(C(=O)N2CCN(C/C=C/c3ccccc3)CC2)cc(OC)c1OC,.,13,0.8,-0.18,11,0,0.9,-8,-3,0.9,1463
CCNC(=S)N(CCc1c(C)[nH]c2ccc(Cl)cc12)Cc1ccco1,-3,22,0.9,1,2,3,0.8,13,4,0.8,1456
CCOC(=O)c1nnn(-c2ccc([N+](=O)[O-])cc2[N+](=O)[O-])c1C,-4,9,0.8,-0.18,11,-6,1.2,7,-3,0.9,1396
CSCCC(NS(=O)(=O)c1ccc(Cl)cc1)C(=O)OCC(=O)NC1CCCCC1 (stereo not given),.,11,1,-2.2,23,6,1,2,4,0.9,1402
COc1ccccc1N1CCN(C(=O)C(C)N(c2ccccc2)S(C)(=O)=O)CC1 (stereo not given),.,17,0.9,.,8,1,0.9,10,10,0.8,1513

# Looked up above:
# For PPARg SRC1 recr, `CCNC(=O)COc1cccc2ccccc12` shows 9
# For G6PDH counter, `CSCCC(NS(=O)(=O)c1ccc(Cl)cc1)C(=O)OCC(=O)NC1CCCCC1` (stereo not given) shows 23

# Screening results deposited in PubChem BioAssay by several laboratories.
